Mtb RmlCD inh = M. tuberculosis RmlC/RmlD coupled enzyme inhibitors, primary screen, biochemical, compound mixtures, 384-well, from 1536-well plates; dTDP-4-dehydrorhamnose reductase (Mycobacterium tuberculosis (strain ATCC 25618 / H37Rv)) …; RmlC+RmlD coupled enzyme assay, percent inhibition; primary screen in compound mixtures; inhibition, % at 3.6 µM; hit rate 0.03% among 160,000; in the data active = inhibition mostly above about 34%, no sharp cut-off; also: some results filed as inactive read as strong as hits
Target sequence (P9WH09 whole entry, looked up): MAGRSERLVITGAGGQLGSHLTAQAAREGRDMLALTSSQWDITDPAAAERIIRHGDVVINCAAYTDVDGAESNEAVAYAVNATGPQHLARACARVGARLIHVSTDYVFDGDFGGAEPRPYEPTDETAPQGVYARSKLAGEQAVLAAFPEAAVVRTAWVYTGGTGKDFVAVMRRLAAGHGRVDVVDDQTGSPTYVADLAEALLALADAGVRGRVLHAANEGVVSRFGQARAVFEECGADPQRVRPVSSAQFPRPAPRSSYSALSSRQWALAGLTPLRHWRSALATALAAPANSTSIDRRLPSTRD
Target sequence (P9WH11 whole entry, looked up): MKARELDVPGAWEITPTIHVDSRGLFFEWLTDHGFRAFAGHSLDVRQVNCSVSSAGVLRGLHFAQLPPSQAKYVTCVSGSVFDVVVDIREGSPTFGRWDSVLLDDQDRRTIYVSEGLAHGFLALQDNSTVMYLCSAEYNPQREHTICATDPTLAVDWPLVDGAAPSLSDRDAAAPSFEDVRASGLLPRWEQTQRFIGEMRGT
M. tuberculosis GlmU = inhibition of mycobacterial GlmU enzyme – biochemical, glucosamine-1-phosphate acetyltransferase (AID 1376); Bifunctional protein GlmU (Mycobacterium tuberculosis (strain ATCC 25618 / H37Rv)); M. tuberculosis GlmU acetyltransferase enzyme assay; higher % means a stronger effect; inhibition, %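 (tested at 30 µM in the primary screen)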; hits with a dose series show IC50 in µM; hit rate 0.25% among 220,000; in the data active = inhibition above about 13%;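 also: 0% = complete reaction with vehicle and 100% = reaction without substrate; strong numbers were not always called active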
* hit, by the source's call; / = no result given. These rows are one share of the data; rates above refer to the full screens.

SMILES	Mtb RmlCD inh	M. tuberculosis GlmU
COc1ccc2c(c1)OC13CCCCC1C2C(C(=O)c1ccccc1)C(=O)N3 (centres undefined)	3	2.6%
COc1ccc(Nc2ccc(S(=O)(=O)N3CCCCC3)cc2[N+](=O)[O-])cc1	3	-7.9%
C=C(C)C(=O)Nc1ccc(OC(F)(F)C(F)F)c(NC(=O)C(=C)C)c1	23	5.0%
Cc1ccccc1OCC(=O)NNC(=O)CCN1C(=O)c2ccccc2C1=O	13	-3.0%
COc1ccc(OCCCC(=O)Nc2nnc(C3CCCO3)s2)cc1 (centres undefined)	3	3.2%
O=C(O)CNS(=O)(=O)c1cccc(Cl)c1	-8	-1.0%
O=C(NCCc1c[nH]c2ccccc12)Nc1cccc2ccccc12	/	0.5%
CNS(=O)(=O)c1cccc(C(=O)OCC(=O)NCc2ccccc2)c1	23	-0.7%
COCCNc1nc(-c2cc(C)n(CCc3ccc(OC)cc3)c2C)cs1	26	-2.3%
CCN(CCNC(=O)CS(=O)(=O)Cc1nc(-c2cccc(OC)c2)oc1C)c1ccccc1	-2	8.9%
Cn1c(-c2ccccc2)c(/C=N/NC(=O)c2cccnc2)c2ccccc21	-6	6.3%
O=C(Nc1ccc2c(c1)OCO2)c1ccc(Cl)s1	/	0.5%
O=C(COC(=O)c1ccco1)NCc1cccs1	/	2.7%
O=C(Nc1ccc2oc(=O)ccc2c1)c1cc([N+](=O)[O-])ccc1N1CCOCC1	1	-0.2%
CCC1c2ccc(C)n2CCN1C(=O)Nc1ccccc1OC (centres undefined)	-3	-0.6%
COC(=O)C1=C(C)NC(C)=C(C(=O)OC)C1C(=O)OCC(=O)Nc1ccc(C(C)=O)cc1	/	-5.5%
COc1ccc(NC(=O)C2=C(C)Nc3ncnn3C2c2ccccc2C(F)(F)F)c(OC)c1 (centres undefined)	/	3.5%
COc1cccc(-c2nnc(SCC(=O)NCc3ccc4c(c3)OCO4)n2Cc2ccco2)c1	-8	-4.0%
Cc1cccc(C)c1-n1cccc1/C=C1/C(=N)N2C(=NC1=O)SN=C2S(C)(=O)=O	-12	7.5%
Cc1ccc(Cl)cc1OCC(=O)NCCOC(=O)Nc1sc(=S)n(C)c1C	/	-0.8%
Cc1cccc(OCc2nnc(SCC(=O)N3CCN(C(=O)c4ccco4)CC3)n2C)c1C	-11	2.5%
Nc1nc(-c2cccnc2)nc2sc3c(c12)CCCC3	-16	-1.9%
COc1ccc(/C=C/c2ccccc2)cc1[C@H]1[C@H]2C=CC[C@@H](C)[C@@H]2C(=O)N1Cc1ccccc1	-5	-4.4%
O=C(O)CSc1nc2ccc(Cl)cc2[nH]1	7	7.2%
Cc1nnc(SCCN2CCOCC2)n1-c1cccc(Cl)c1	3	3.2%

Remaining list, next part:
SMILES	Mtb RmlCD inh	M. tuberculosis GlmU
COc1ccc(/C=N/NC(=O)CNC(=O)COc2ccccc2)cc1	4	-6.3%
CC(Oc1ccc(Br)cc1)C(=O)Nn1c(=S)[nH]c2ncccc2c1=O (centres undefined)	106	0.6%
CCCCNc1ccc(C(=O)Nc2cccc(C)n2)cc1[N+](=O)[O-]	-17	1.5%
O=C(O)c1cc(-c2ccco2)nc2cc3ccccc3cc12	-13	8.3%
CS(=O)(=O)N1CCN(c2ccc([N+](=O)[O-])c(NCc3ccccc3)c2)CC1	3	/
Cc1cc2nc(CS)[nH]c2cc1C	6	1.9%
Cc1cccc(C)c1C(=NCCCN(C)C)c1ccccc1	-3	5.2%
Cc1ccc2nc(-c3ccncc3)c(Nc3ccccc3)n2c1	0	2.5%
CCSc1nc2ccc(OC)cc2cc1C#N	/	2.4%
CC(=O)/C(N=Nc1cc(C)ccc1O)=C(\C)O	-10	6.0%
O=C1OCCC1Sc1nnc(-c2ccccc2Br)n1Cc1ccccc1 (centres undefined)	/	1.9%
Fc1ccccc1-c1nc(-c2ccccc2)no1	13	2.3%
CCS(=O)(=O)N1CCC(C(=O)NCc2ccccc2OC)CC1	/	0.9%
O=C(N/N=C/c1ccccn1)c1cc(-c2ccccc2Cl)n[nH]1	7	-6.5%
Cc1nn(CCCC(=O)NCc2ccc(Cl)cc2)c(C)c1[N+](=O)[O-]	9	3.3%
CC(C)(C)C1(C)OC(=O)C(=Cc2ccc(OCC(=O)Nc3ccccc3)cc2)C(=O)O1 (centres undefined)	1	6.2%
COc1cc2c(cc1NC(=O)Cn1cnc3c1c(=O)n(C)c(=O)n3C)oc1ccccc12	/	9.9%
COc1ccc(CC2C(=O)N(C)C(=O)N(C)C2=O)c(OC)c1	11	/
COc1ccc(/C=C/C(=O)c2c(O)cc(C)oc2=O)c(OC)c1	/	-7.2%
NC(=O)NOCc1ccc(F)cc1Cl	3	-1.0%
COc1cc(C2C(C(=O)c3ccc(C)o3)=C(O)C(=O)N2CCc2ccccc2)ccc1O (centres undefined)	20	1.6%
O=C(O)c1cc(N/N=C/c2cccs2)ccc1Cl	-6	-2.4%
CCn1ncc(C2=NOC(C(=O)Nc3cccnc3)C2)c1C (centres undefined)	1	-2.8%
O=C(/C=C/c1ccc(OCc2cccc(Cl)c2)cc1)N1CCOCC1	-4	-8.6%
COc1ccc(/C=C/C(=O)Nc2ccc(-n3nncc3-c3ccc(OC)c(OC)c3)cc2)cc1OC	4	1.3%

Arranged by molar mass (falling): 17 of the compounds above
SMILES	Mtb RmlCD inh	M. tuberculosis GlmU
COc1cc2c(cc1NC(=O)Cn1cnc3c1c(=O)n(C)c(=O)n3C)oc1ccccc12	/	9.9%
CC(Oc1ccc(Br)cc1)C(=O)Nn1c(=S)[nH]c2ncccc2c1=O (centres undefined)	106	0.6%
CS(=O)(=O)N1CCN(c2ccc([N+](=O)[O-])c(NCc3ccccc3)c2)CC1	3	/
O=C(/C=C/c1ccc(OCc2cccc(Cl)c2)cc1)N1CCOCC1	-4	-8.6%
Cc1nn(CCCC(=O)NCc2ccc(Cl)cc2)c(C)c1[N+](=O)[O-]	9	3.3%
COc1ccc(/C=N/NC(=O)CNC(=O)COc2ccccc2)cc1	4	-6.3%
CCS(=O)(=O)N1CCC(C(=O)NCc2ccccc2OC)CC1	/	0.9%
O=C(N/N=C/c1ccccn1)c1cc(-c2ccccc2Cl)n[nH]1	7	-6.5%
COc1ccc(/C=C/C(=O)c2c(O)cc(C)oc2=O)c(OC)c1	/	-7.2%
COc1ccc(CC2C(=O)N(C)C(=O)N(C)C2=O)c(OC)c1	11	/
Cc1cccc(C)c1C(=NCCCN(C)C)c1ccccc1	-3	5.2%
O=C(O)c1cc(-c2ccco2)nc2cc3ccccc3cc12	-13	8.3%
O=C(O)c1cc(N/N=C/c2cccs2)ccc1Cl	-6	-2.4%
CCSc1nc2ccc(OC)cc2cc1C#N	/	2.4%
CC(=O)/C(N=Nc1cc(C)ccc1O)=C(\C)O	-10	6.0%
NC(=O)NOCc1ccc(F)cc1Cl	3	-1.0%
Cc1cc2nc(CS)[nH]c2cc1C	6	1.9%

(continued)
SMILES	Mtb RmlCD inh	M. tuberculosis GlmU
C=CCNC(=O)Nc1cc(Cl)ccc1OC	/	2.2%
COc1cccc(N2CCN(C(=O)c3[nH]c(C)c(C(C)=O)c3C)CC2)c1	7	-5.8%
O=c1c2ccccc2nc(N2CCCC2)n1-c1ccccc1	2	14%*
COc1ccc(C(CC(=O)O)NC(=O)c2sc3ccccc3c2Cl)cc1 (centres undefined)	1	-1.3%
O=C(Cn1c(=S)[nH]c2ccccc2c1=O)N1CCN(c2ccc(F)cc2)CC1	-10	2.5%
COC(=O)c1ccc(N(C(=O)CNC(=O)c2ccco2)C(C(=O)NC2CCCC2)c2ccco2)cc1 (centres undefined)	/	-1.6%
CCN(CCNC(=O)C1CCN(Cc2nc(-c3cccc(Cl)c3)oc2C)CC1)c1ccccc1	-7	-2.6%
CCOC(=O)c1sc(=S)n(-c2ccc(OC)cc2)c1N	26	-5.5%
Clc1ccc(-c2nc(NCCN3CCOCC3)c3ccccc3n2)cc1	/	-0.2%
Cc1cccc(NC(=O)CSc2nsc(SCC(=O)Nc3cccc(C)c3)c2C#N)c1	3	0.2%
Cc1ccc(NC(=O)Cc2ccc(-n3cccc3)cc2)c(C)c1	-18	0.1%
CCOc1ccccc1C(=O)OCC(=O)Nc1ncc(C(F)(F)F)cc1Cl	-5	-1.0%
Cc1cccc(C(=O)N[C@H](C(=O)OCC(=O)NC(=O)c2cccn2C)C(C)C)c1	/	5.3%
C/C(CC(=O)Nc1ccc([N+](=O)[O-])cc1)=N/NC(=O)C1CC12CCC2 (centres undefined)	3	4.8%
O=c1[nH]cnc2ccc([N+](=O)[O-])cc12	2	0.4%
Cn1cc(CCNC(=O)CC2C(=O)NCCN2CC(c2ccccc2)c2ccccc2)cn1 (centres undefined)	6	-2.0%
CCOC(=O)c1cnn(-c2ccccc2)c1-c1ccccc1	-17	0.8%
NS(=O)(=O)c1ccc(NC(=S)NC2CCCC2)cc1	3	0.8%
Cc1ccc(CNC(=O)/C=C/c2ccc(S(=O)(=O)N3CCOCC3)cc2)cc1	/	-2.5%
COc1ccc([N+](=O)[O-])cc1N(CC(=O)NC1CCCCC1)S(C)(=O)=O	-15	6.7%
O=C(COC(=O)c1cccs1)NC1CCCCC1	/	-1.4%
CCc1cc2c(SCC(=O)c3ccc(Cl)s3)ncnc2s1	-15	0.2%
COc1ccc(N2CCN(c3ccc(N4C(=O)CC(C)C4=O)cc3[N+](=O)[O-])CC2)cc1 (centres undefined)	3	/
COc1ccc(CCN=CC2=C(O)CCCC2=O)cc1OC	20	3.4%
C/C(=N\NC(=O)c1cc(C(C)(C)C)[nH]n1)C12CC3CC(CC(C3)C1)C2	-2	-4.3%

Further records follow:
SMILES	Mtb RmlCD inh	M. tuberculosis GlmU
CC(OC(=O)c1cc(S(=O)(=O)N(C)c2ccccc2)ccc1Cl)C(=O)Nc1ccc2c(c1)OCCO2 (centres undefined)	5	-0.3%
CCC(=O)Nc1c(-c2ccc(OC)cc2)c(=O)c2ccccc2n1C	4	1.5%
N#Cc1cnc(Nc2nc3ccccc3o2)nc1-c1ccccc1	-11	-3.6%
O=C(CS(=O)c1ccccc1[N+](=O)[O-])Oc1ccc(Br)cc1 (centres undefined)	11	1.1%
O=C(CSc1nc(-c2ccccc2)c(-c2ccccc2)[nH]1)N1CCN(S(=O)(=O)c2ccccc2)CC1	-9	-0.4%
CC(C)c1nnc(NC(=O)CCC(=O)N2CCN(Cc3ccccc3)CC2)s1	-8	3.0%
O=C(NCc1ccc2c(c1)OCO2)c1ccc(S(=O)(=O)N2CCCCC2)cc1	-10	4.9%
COc1ccc(N2C(=O)C3CCCN3C2c2cc(OC)c(OC)cc2OC)cc1 (centres undefined)	-4	0.1%
Cc1cc(C)n(-c2nc3c(c(=O)[nH]c(=O)n3C)n2CC(O)COc2ccccc2)n1 (centres undefined)	6	-6.3%
CCCOc1ccccc1C1C(C(=O)OC)=CN(C(C)C)C=C1C(=O)OC	/	1.2%
COc1ccccc1N1CCN(C(CNC(=O)c2ccco2)c2cccnc2)CC1 (centres undefined)	-2	-3.5%
COc1ccc(CCNC(=O)COC(=O)c2cnc(C)cn2)cc1	-14	-8.8%
Cc1cc(NC(=O)CCC(=O)N(c2cccnc2)C(C(=O)NC2CCCC2)c2ccccc2)no1 (centres undefined)	-5	-3.9%
O=C(C1=C[C@@H]2[C@H]3C(=O)N(c4cccc(Cl)c4)C(=O)[C@H]3[C@@H](C(=O)c3ccc(Cl)cc3)N2C=C1)c1ccccc1	-13	-4.0%
Cc1ccnc(NC(=O)c2ccc(Cl)c(NC(=O)C(C)Oc3ccccc3)c2)c1 (centres undefined)	14	1.5%
O=C(c1cccc(S(=O)(=O)Nc2ccccc2F)c1)N1CCN(c2ccccc2F)CC1	-11	-1.4%
O=c1[nH]c2ccccc2n1Cc1ccc(Cl)cc1	54	2.6%
COc1cccc(-c2ccc(SCC(=O)N3CCc4ccccc43)nn2)c1	5	-0.8%
CCCCN(CC)Cc1c(C)[nH]c2ccccc2c1=O	6	/
CC(=O)O[C@@H]1C[C@H]2C(C)(C)C(=O)C=C[C@]2(C)[C@H]2CC[C@@]3(C)[C@H](c4ccoc4)OC(=O)[C@H]4O[C@]43[C@@]21C	/	1.0%
NNC(=O)c1ccc(CN2CCCCC2)o1	11	-1.1%
S=C(Nc1ccc(Br)cc1Cl)NC1CCN(Cc2ccccc2)CC1	63	0.7%
Cc1cc([N+](=O)[O-])nn1CC(=O)Nc1sc2c(c1C(N)=O)CCCC2	4	-0.3%
CCN(CC)C(=O)C[n+]1ccc(C(N)=O)cc1	-7	-3.3%
O=C(O)c1ccc(-n2ccnc2)c([N+](=O)[O-])c1	/	1.5%

Following part.
SMILES	Mtb RmlCD inh	M. tuberculosis GlmU
C/C(Cn1nc([N+](=O)[O-])cc1C)=N\NC(=O)COc1c(Cl)cc(Cl)cc1Cl	-29	2.6%
COc1ccc([N+](=O)[O-])cc1N(CC(=O)NCCCOC(C)C)S(C)(=O)=O	-10	2.1%
O=c1c(Cl)c(Cl)cnn1Cc1ccc(F)cc1	11	-5.8%
O=C(NCCCN1CCCC1=O)c1cncc(Br)c1	5	3.0%
Cc1nc(NS(=O)(=O)c2ccccc2)sc1C(C)(C)C	-8	-5.3%
Cc1cccc(CN2CCN(c3ccccn3)CC2)c1	/	2.6%
CN(C)/N=C/c1ccc(Sc2ccccc2[N+](=O)[O-])o1	3	0.8%
CC(=O)Oc1c(C)cc(Cl)cc1C(=O)Nc1ccc([N+](=O)[O-])cc1Cl	-8	3.1%
CC(=O)Nc1ccc(/C=C(\C#N)C(=O)NCc2ccccc2)cc1	-10	1.7%
CCOC(=O)Cc1nc2ccccc2n(CC#N)c1=O	-3	-4.6%
CCCCOC(=O)COc1cc(C)cc2oc(=O)c3c(c12)CCC3	-4	6.9%
